Giardia killer: kills Giardia lamblia. AID 540267. activity change, % at 7.66 µM, hits read low. Giardia lamblia trophozoite viability. hit rate 0.15% among 340,000; in the data active = activity change below about -80%; inconclusive = between about -30% and that limit;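 note: parasites exposed to compound for two days anaerobically before the ATP read; % is set by controls: 0 for no effect and ±100 for the full control effect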
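Giardia trophozoites, 100 cells per well, were exposed to compounds for 48 hrs at 37 deg C under anaerobic conditions; viability was then read as ATP content by bioluminescence after 15-30 min at room temperature.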
B2AR arrestin: beta2AR (human) beta-arrestin recruitment activity; Potency, µM (doses to about 46.1 µM), for inactives: top-dose activation, hits mostly activators; hit rate 0.02% among 330,000; beta-arrestin recruitment to beta2AR, cell-based reporter; P07550;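 note: potency is the fitted concentration of half-maximal effect; 0% = DMSO controls and full agonism = EC100 isoproterenol or metaproterenol; nearly all actives have a fitted effect of over 65% in size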
Target sequence (P07550 whole entry, looked up): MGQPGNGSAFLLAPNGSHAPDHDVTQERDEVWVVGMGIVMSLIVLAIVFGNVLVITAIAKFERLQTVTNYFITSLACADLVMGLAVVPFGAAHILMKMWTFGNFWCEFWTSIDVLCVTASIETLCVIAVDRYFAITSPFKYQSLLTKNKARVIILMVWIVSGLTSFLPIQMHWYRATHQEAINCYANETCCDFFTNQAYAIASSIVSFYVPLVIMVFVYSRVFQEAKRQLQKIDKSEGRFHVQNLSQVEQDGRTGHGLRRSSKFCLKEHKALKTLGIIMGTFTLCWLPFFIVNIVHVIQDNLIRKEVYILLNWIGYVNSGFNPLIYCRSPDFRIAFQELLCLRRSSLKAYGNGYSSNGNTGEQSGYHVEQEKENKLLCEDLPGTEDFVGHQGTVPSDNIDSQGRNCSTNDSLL
KCNH2 3.1 inh: blocks the human KCNH2 3.1 channel isoform; U2OS KCNH2 3.1, thallium flux FluxOr; active compounds read low; activity change, % (tested at about 1.8 µM); hit rate 0.95% among 340,000; AID 720553;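 active = maximum activity change below -70%; inconclusive = maximum activity change from -70% to -50%; inactive = maximum activity change above -50%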;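 note: thallium influx rate constant from kinetic fluorescence after stimulation buffer; % is set by controls: 0 for no effect and ±100 for the full control effect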
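Normalized rate constant (relative to positive and negative DMSO controls) derived from a 2 min kinetic fluorescence read after stimulation; U2OS cells expressing the 3.1 isoform via virus at 1.77 x 10^8 /mL.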
TRPV1 ag: human TRPV1 agonism | Q8NER1 | TRPV1-expressing cells, Fluo-8 calcium influx, agonist mode | activation, % at 8.33 µM | hit rate 0.19% among 320,000 | AID 540275; in the data active = activation above about 80%; inconclusive = between about 30% and that limit; note: 0% is about no effect
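Fluo-8 calcium influx in TRPV1-expressing cells, kinetic read (ex 480/em 520 nm). Compound added and read 3 min for agonist activity, followed by capsaicin at EC20 final and 2 min further read for enhancement.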
CXXC DNA block: MLL CXXC-DNA interaction inhibition; AID 2662; Potency, µM (top dose mostly 115 µM), without a hit: at the top dose activity change, negative = inhibition, hits mostly inhibitors; MLL-CXXC / FITC-HOXA9 DNA fluorescence polarization; hit rate 0.037% among 290,000; Q03164; active = well fitted inhibition curve with a large enough effect in the polarisation, with a control signal flat, not every such curve was filed as active; inconclusive = small, poorly fitted or top-dose-only effect, or effect the other way, or a change in a side signal; inactive = no such curve, though single readings can be large or run the other way; the % refers to the polarisation; note: potency is the fitted concentration of half-maximal effect
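Fluorescence polarization: 7 uM MLL-CXXC (stock) preincubated 5 min with compounds, then 50 nM fluorescein-HOX-A9 DNA (stock) added; 30 min ambient. Buffer 50 mM Tris-HCl pH 7.5, 50 mM NaCl, 1 mM DTT, 0.05% BSA.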
PKM2 activator: increases activity of human pyruvate kinase M2 | hit rate 0.34% among 260,000 | P14618 | AID 1631 | Potency, µM (series often up to 57.5 µM), for the others: top-dose activation, hits mostly activators | purified PKM2, Kinase-Glo ATP luminescence, activation; response scale: 0% is enzyme alone, no compound; note: potency is the fitted concentration of half-maximal effect; % is set by controls: 0 for no effect and ±100 for the full control effect; nearly all actives have a fitted effect of over 55% in size
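Purified hPK-M2 (>95%) run at intermediate activity with 0.1 mM ADP and 0.5 mM PEP in 50 mM imidazole pH 7.2, KCl, MgCl2; 1 h room temperature. ATP formed read by Kinase-Glo luminescence; normalized to uninhibited and no-enzyme controls.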
USP2a inh: blocks human ubiquitin-specific protease USP2a | USP2 core, Ub-CHOP2 coupled fluorogenic reporter, 485/531 | AID 463254 | Potency, µM (titrated, usually from 38.3 µM), for inactives: top-dose activity change, negative = inhibition, usual class: inhibitors | hit rate 0.01% among 330,000 | O75604;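 note: potency is the fitted concentration of half-maximal effect; plate controls were DMSO wells for no effect and full inhibition by NEM control for full effect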
Target sequence (O75604 whole entry, looked up): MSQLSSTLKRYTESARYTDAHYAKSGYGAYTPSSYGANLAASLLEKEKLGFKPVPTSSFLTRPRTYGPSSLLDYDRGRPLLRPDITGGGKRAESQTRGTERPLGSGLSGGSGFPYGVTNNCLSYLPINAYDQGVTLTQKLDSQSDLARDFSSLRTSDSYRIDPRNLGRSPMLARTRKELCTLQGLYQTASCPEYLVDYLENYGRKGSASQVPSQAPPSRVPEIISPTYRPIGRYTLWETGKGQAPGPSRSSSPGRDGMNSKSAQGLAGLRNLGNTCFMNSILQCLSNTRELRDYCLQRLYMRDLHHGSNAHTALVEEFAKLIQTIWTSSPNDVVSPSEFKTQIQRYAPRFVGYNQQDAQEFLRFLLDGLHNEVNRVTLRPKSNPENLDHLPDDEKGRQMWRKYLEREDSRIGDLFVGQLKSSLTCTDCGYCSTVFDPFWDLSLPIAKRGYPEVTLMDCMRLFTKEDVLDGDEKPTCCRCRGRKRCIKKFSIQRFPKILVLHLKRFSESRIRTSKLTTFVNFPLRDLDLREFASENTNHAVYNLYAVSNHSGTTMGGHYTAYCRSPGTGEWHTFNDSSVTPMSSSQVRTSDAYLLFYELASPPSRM
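USP2 core (10nM final) preincubated 30min RT with compound in 20mM Tris-HCl pH 8.0, 2mM CaCl2, 2mM beta-mercaptoethanol, 0.05% CHAPS; 25nM Ub-CHOP2 plus 25nM reporter substrate added, fluorescence (Ex485/Em531) read after 60min.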
Menin-MLL TR inh: inhibitors of human menin-MLL interaction, mutant MLL peptide; Menin + Texas Red MLL mutant peptide, fluorescence polarization; O00255; Potency, µM (highest dose often 61.6 µM), without a hit: at the highest dose FP activity change, negative = inhibition, most hits filed as inhibitors; hit rate 0.23% among 270,000; AID 1768; active = well fitted inhibition curve with a large enough effect in the polarisation, with a control signal flat, not every such curve was filed as active; inconclusive = small, poorly fitted or top-dose-only effect, or effect the other way, or a change in a side signal; inactive = no such curve, though single readings can be large or run the other way; the % refers to the polarisation; note: potency is the fitted concentration of half-maximal effect; % of control where 0% means no effect; many of its hits are not listed in these tables
hERG WT inh: inhibitors of human wildtype KCNH2 potassium channel; Q12809; U2OS, BacMam KCNH2, thallium flux FluxOr; active compounds read low; activity change, % at 1.84 µM; hit rate 0.37% among 340,000;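 active = maximum activity change below -70%; inconclusive = maximum activity change between -70% and -50%; inactive = maximum activity change above -50%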; note: % is set by controls: 0 for no effect and ±100 for the full control effect
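U2OS cells were transduced with wild-type KCNH2 virus (2.03 x 10^8 / mL) for 4 h at room temperature, then cultured overnight at 37 C. Thallium flux was read with FluxOr dye. Rate constants were normalized to DMSO controls.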
GALK inh: blocks human galactokinase activity. P51570. Purified GALK, Kinase-Glo residual ATP luminescence. Potency, µM (doses to about 57.5 µM), for inactives: top-dose activity change, negative = inhibition, usual class: inhibitors. hit rate 0.007% among 270,000; note: potency is the fitted concentration of half-maximal effect; % is set by controls: 0 for no effect and ±100 for the full control effect
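The enzyme phosphorylates galactose (100 uM) using ATP (35 uM); inhibition is detected as higher residual ATP, quantified by bioluminescence after 1 h reaction at room temperature, pH 8.0.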
FBPA coupling cs: counter-screen for Giardia aldolase inhibitors: coupling enzyme system. coupling enzyme system counterscreen, AmpLite Red fluorescence. activity change, negative = inhibition, % at 58.2 µM, hits read low. hit rate 0.67% among 290,000. AID 2472; in the data active = activity change below about -30%; note: % is set by controls: 0 for no effect and ±100 for the full control effect
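Fluorescence at 525 nm excitation and 598 nm emission measured inhibition of the coupled detection system without aldolase. Compounds (at 57.5 uM final) were preincubated 10 min at room temperature with coupling enzyme reagent before a 20 min substrate/AmpLite Red step.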
The depositor's hits bear a star; i = inactive; ? = inconclusive; . = not tested or not shown; & = joins results of further samples; [ ] = remark or other dose. Unless noted, calls come from the whole dose curve; as a rule, active = well fitted curve in the direction sought with a large enough effect; inconclusive = small, poorly fitted or top-dose-only effect, or another doubt; inactive = no such curve, though single readings can be large; an effect the other way counts as inactive or inconclusive.

SMILES	Giardia killer	B2AR arrestin	KCNH2 3.1 inh	TRPV1 ag	CXXC DNA block	PKM2 activator	USP2a inh	Menin-MLL TR inh	hERG WT inh	GALK inh	FBPA coupling cs
COc1ccc(C(=O)OCC(=O)NC2CCCC2)c(OC)c1	4	-0.1%	4	-1	-5%	.	-1%	?	3	.	1
COc1ccccc1N1CCN(/N=C/c2cc(Br)ccc2F)CC1	3	-0.6%	-1	2	1%	1%	0%	21%	-11	2%	0
CSc1ncccc1C(=O)Nc1nc2ccc(S(C)(=O)=O)cc2s1	1	-0.2%	2	0	1%	-4%	0%	6%	-2	2%	1
Cc1ccc2c(c1)c1c3n2CCN(C(=O)CCl)C3CCC1 (stereo unspecified)	4	6.7%	5	-1	13%	5%	0%	?	7	-6%	0
COc1ccc(NC(=O)CC23CC4CC(CC(Br)(C4)C2)C3)c(OC)c1	-11	-0.3%	1	2	-16%	.	1%	.	-3	0%	-3
O=C(CC1Nc2cccc3cccc(c23)NC1=O)Nc1ccc(F)cc1 (stereo unspecified)	13	-0.2%	-6	0	-11%	6%	1%	?	-5	-4%	-26
Clc1ccc(-c2nnsc2SCc2ccccc2)cc1	2	-0.8%	-9	8	12%	-1%	-1%	-5%	1	-2%	-1
CC(=O)Oc1cc(OC(C)=O)c2c(=O)c(-c3ccc4c(c3)OCCCO4)c(C)oc2c1	-14	-0.8%	3	1	25%	4%	0%	.	3	-4%	10
C/C(=N\NC(=O)c1nnn(-c2nonc2N)c1CN(C)c1ccccc1)c1ccccc1O	5	0.2%	-3	-1	20%	-2%	-9%	?	0	6%	-17
CC(C)(C)OC(=O)N1CCC(c2c(C(=O)N3CCN(C4CCCCC4)CC3)cnn2-c2ccccc2)CC1	?	-0.1%	-10	2	-9%	.	0%	.	1	-3%	.
CCOC(=O)c1[nH]c(C)c(C(=O)NCc2ccc(Cl)cc2)c1C	8	0.3%	11	0	0%	4%	2%	-14%	4	-1%	0
Nc1c(C(O)(C(F)(F)F)C(F)(F)F)cc(C(O)(C(F)(F)F)C(F)(F)F)c2ccccc12	-1	-0.6%	-2	0	4%	2%	4%	?	-4	-5%	-6
COc1ccc(NC(=O)NC(c2ccccc2)c2ccccc2)c(OC)c1	3	0.6%	-9	3	34%[activator]	0%	1%	?	8	-2%	4
COc1ccccc1-c1nnc(SCC(=O)Nc2ccc(N3CCOCC3)cc2)n1C	6	0.2%	7	0	.	.	0%	.	11	.	.
COc1cc(S(=O)(=O)N2CCOCC2)ccc1N	-4	-0.3%	0	-1	2%	2%	1%	-1%	4	1%	3
Nc1nonc1-n1nnc(C(=O)N/N=C/c2ccc(OCc3ccccc3F)cc2)c1CN1CCCCC1	-4	0.2%	-100*	-1	4%	0%	3%	33%[activator]	2	14%	-4
Cc1nc2ccccn2c1/C(O)=C1\C(=O)C(=O)N(CCN(C)C)C1c1cccnc1 (stereo unspecified)	-16	0.3%	14	-1	-7%	-3%	1%	0%	0	-1%	0
O=C(Nc1nnc(C2CC2)s1)C1CCCCN1S(=O)(=O)c1ccccc1 (stereo unspecified)	-2	0.1%	-10	5	4%	-7%	2%	1%	26	14%	-4
CCOc1ccc2nc(N(CCN(C)C)C(=O)/C=C/c3cccs3)sc2c1	11	0.1%	-7	0	9%	.	3%	10%	39	-3%	-6
CCN1C(=O)c2cccc3c(NC(=O)c4ccc(S(=O)(=O)N(C)C)cc4)ccc1c23	9	0.1%	0	-2	7%	1%	-3%	-3%	-5	2%	-24
CC[C@@]1(C(=O)OC)N[C@H](CN(C)S(=O)(=O)c2ccc(-c3ccccc3)cc2)[C@@H]2C(=O)N(Cc3ccccc3)C(=O)[C@@H]21	24	-0.5%	0	.	.	.	2%	.	-5	.	.
Cc1ncc(S(=O)(=O)c2ccccc2)c(-c2ccccc2)n1	10	0.0%	-4	-3	4%	-3%	1%	0%	5	0%	0
Cc1cccc(NS(=O)(=O)c2ccc(C)c(NS(=O)(=O)c3cccs3)c2)c1	4	-1.0%	-1	-4	.	.	-3%	.	26	.	.
Cc1ccc(NC(=O)c2cc(S(=O)(=O)N3CCCCC3)ccc2N2CCOCC2)cc1F	-9	-0.1%	-1	2	0%	5%	7%	2%	-2	1%	5
CCOC(=O)/C(N=O)=C(\O)C1CCN(C(=O)OCC)CC1	-23	-0.7%	12	-7	4%	-2%	0%	-3%	0	2%	3

(listing goes on)
SMILES	Giardia killer	B2AR arrestin	KCNH2 3.1 inh	TRPV1 ag	CXXC DNA block	PKM2 activator	USP2a inh	Menin-MLL TR inh	hERG WT inh	GALK inh	FBPA coupling cs
CN1CCN(c2nc3c(c(=O)[nH]c(=O)n3C)n2Cc2ccccc2)CC1	8	-0.9%	10	0	4%	-4%[11.5 µM]	1%	-4%	6	2%	1
COc1ccccc1C1=NC(c2ccc(F)cc2)N=C1C (stereo unspecified)	?	-0.6%	7	18	2%	-13%	-1%	-8%	i	7%	-2
CCOc1ccc(CN(C(=O)c2oc3cc(C)ccc3c2C)C2CCS(=O)(=O)C2)cc1 (stereo unspecified)	-23	-1.3%	-21	-2	10%	-1%	-5%	2%	2	2%	-5
COc1ccccc1C(=O)Oc1cc(N)n(S(=O)(=O)c2ccccc2)n1	-15	-0.2%	-2	2	52%[activator]	-11%	1%	22%	0	0%	0
C=CCn1c(NCc2c[nH]c3ccccc23)nc2ccccc21	13	-0.7%	-3	-1	18%	16%	-6%	-2%	22	0%	2
CCCCN(CCCC)Cc1ccc(C(=O)NNC(=O)Nc2ccc(Cl)cc2)o1	15	0.4%	-26	5	30%	-1%	-9%	-3%	30	1%	-1
Cc1csc(NC(=O)c2cc3c(C)nn(Cc4ccccc4Cl)c3s2)n1	-11	7.1%	-4	-3	-1%	1%	0%	9%	-8	1%	1
COc1ccc(NC(=O)c2ccc(NC3CC(=O)N(c4ccc(C)cc4C)C3=O)cc2)cc1 (stereo unspecified)	-5	0.1%	-4	9	-2%	2%	-5%	.	2	-1%	0
C=CCn1c(=S)[nH]c2scc(-c3ccc(C)o3)c2c1=O	-15	0.5%	6	-2	-2%	11%	-2%	?	-28	1%	5
COc1ccc(S(=O)(=O)N2CCN(C)CC2)cc1C	16	0.1%	-4	-1	2%	-11%	2%	-1%	-4	0%	1
C=CCOn1c(C)c(C(C)=O)c2c3nonc3ccc21	4	0.2%	0	-1	-12%	-2%	1%	?	-5	-3%	-10
CCS(=O)(=O)C(=C1NCCO1)S(=O)(=O)CC	14	0.5%	5	0	3%	1%	2%	-15%	19	1%	2
CN(C(=O)Cn1nnc(-c2ccccc2)n1)C1CCS(=O)(=O)C1 (stereo unspecified)	-9	0.0%	-10	-5	.	.	-1%	.	-5	.	.
CC(C(=O)NC(=O)NCc1ccccc1)N1C(=O)c2ccccc2C1=O (stereo unspecified)	14	0.1%	-9	0	0%	-2%	-2%	-11%	5	0%	2
OC(CN1CCN(C(c2ccccc2)c2ccccc2)CC1)c1ccc(Br)cc1 (stereo unspecified)	7	-1.0%	-104*	0	?	.	3%	?	-103*	3%	-2
CC#CCN1c2ccccc2[C@]23C[C@@H](C(=O)OC)N(C(=O)c4ccco4)C2=NC(C(=O)OC)=C(C(=O)OC)[C@H]13	-4	0.2%	-41	4	23%	-5%[11.5 µM]	-1%	-7%[11.7 µM]	7	-2%	6&0
Cc1ccc(CN(C(=O)COc2ccc(Br)cc2)C2CCS(=O)(=O)C2)o1 (stereo unspecified)	12	-0.3%	-8	3	6%	5%	1%	9%	9	0%	-3
O=Cc1cn(-c2ccccc2)nc1-c1cc2c(ccc3ccccc32)oc1=O	1	0.1%	-8	3	19%	2%	4%	-12%	-5	5%	3
COc1ccc(CCNC(=O)CSc2nnc3ccc(-c4ccncc4)nn23)cc1	43[activator]	0.5%	3	-3	4%	4%	0%	5%	12	-3%	1
Cn1cc(S(=O)(=O)Cc2ccc(F)cc2)c2ccccc21	-4	-0.8%	2	16	.	-13%	2%	-9%	-34	.	-19
Cc1ccc(C(=O)Nc2cccc(S(=O)(=O)N3CCCCC3)c2)cc1[N+](=O)[O-]	-6	0.5%	0	14	.	.	-12%	.	13	.	.
COc1cc(C(=O)NCCc2ccc3c(c2)OCCO3)ccc1OCC(=O)N1CCOCC1	1	-0.4%	-11	1	-1%	0%	0%	2%	19	2%	2

Screens (PubChem)

Not all compounds are listed; count on the stated rates, not on these rows.
